High-throughput results from PubChem BioAssay.
RBX1-CUL1 inh: blocks human RBX1-Cullin-1 di-ubiquitin formation; P62877+Q13616; in vitro K48 di-Ub FRET, acceptor:donor ratio, 45 min; inhibition, % at 10 µM; hit rate 0.6% among 140,000; AID 1347404; in the data active means inhibition above about 25%
Target sequence (P62877 whole entry, looked up): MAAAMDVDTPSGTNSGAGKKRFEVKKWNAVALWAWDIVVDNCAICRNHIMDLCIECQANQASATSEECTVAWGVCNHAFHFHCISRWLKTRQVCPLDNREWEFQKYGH
Target sequence (Q13616 whole entry, looked up): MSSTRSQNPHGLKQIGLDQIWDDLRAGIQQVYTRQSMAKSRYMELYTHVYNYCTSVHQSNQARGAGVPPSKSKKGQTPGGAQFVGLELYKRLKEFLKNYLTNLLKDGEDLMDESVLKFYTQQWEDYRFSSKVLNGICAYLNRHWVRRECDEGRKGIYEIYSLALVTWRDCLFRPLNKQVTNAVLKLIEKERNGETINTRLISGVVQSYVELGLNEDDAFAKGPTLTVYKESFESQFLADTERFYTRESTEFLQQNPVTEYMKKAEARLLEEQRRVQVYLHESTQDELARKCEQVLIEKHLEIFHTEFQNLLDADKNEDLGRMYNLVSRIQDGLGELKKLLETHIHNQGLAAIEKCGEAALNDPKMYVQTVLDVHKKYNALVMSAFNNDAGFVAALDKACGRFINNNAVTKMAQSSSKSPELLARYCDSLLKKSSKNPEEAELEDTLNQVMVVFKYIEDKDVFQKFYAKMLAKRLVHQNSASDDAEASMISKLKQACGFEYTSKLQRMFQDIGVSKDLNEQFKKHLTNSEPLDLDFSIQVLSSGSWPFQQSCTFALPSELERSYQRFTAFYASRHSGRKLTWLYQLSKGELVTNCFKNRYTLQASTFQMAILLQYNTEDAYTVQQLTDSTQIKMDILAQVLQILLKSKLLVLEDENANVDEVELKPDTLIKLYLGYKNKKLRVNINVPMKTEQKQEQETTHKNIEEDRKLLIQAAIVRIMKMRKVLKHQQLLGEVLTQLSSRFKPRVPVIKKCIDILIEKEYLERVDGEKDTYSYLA
Numbers without * were called inactive.

RBX1-CUL1 inh | mol
8 | CCc1cccc(NC(=O)Cn2nc(-c3cc(C)ccc3C)ccc2=O)c1
8 | Cc1cccc(CCNC(=O)c2ccc3c(c2)nc2n3CCOC2)c1
7 | COc1cc(/C=N/NC(=O)CNC(=O)COc2ccc3c(c2)CCCC3)cc(Br)c1O
-4 | CN(Cc1cc(-c2ccccc2)on1)C(=O)CCC1(Cc2ccc3ccccc3c2)CCC(=O)N1 (configuration not stated)
6 | COc1ccc(Cn2c(CCC(=O)Nc3ccc(OC)c(Cl)c3)nc3cccnc32)cc1
-16 | CC(C)NC(=O)c1cc(-c2ccc3c(c2)OCO3)nc2ccccc12
1 | CCN1C(=O)c2ccccc2Sc2ccc(NC(=O)Nc3ccccc3OC)cc21
18 | CC1C(=O)c2cccc3c2C(C(=O)NC3=O)C1=O (configuration not stated)
2 | c1cnc2c(n1)c1nccnc1c1nccnc21
1 | Cc1ccc(NC(=O)Cn2cc(S(=O)(=O)NC(C)C)c(S(=O)(=O)NC(C)C)c2)cc1Cl
13 | C(=C\c1ccsc1)/c1ccsc1
4 | COCc1cn(C2CCN(c3ccnc(SC)n3)CC2)nn1
-8 | CC(C)(C)c1sc(C(C)(C)C)c(-c2ccccc2)c1C(=O)O
-3 | Cc1cc(CNC2CC(C)(C)Cc3nc(N4CCC(O)CC4)ncc32)oc1C (configuration not stated)
3 | Cc1nc2ccc(C(=O)N3CCCC(CO)(CCOc4ccccc4)C3)cc2nc1C (configuration not stated)
12 | Cn1cc(C(=O)NCCc2ccccc2)c(=O)c2cc(S(=O)(=O)N3CCCCCC3)ccc21
-7 | CN1CCN(CC(=O)Nc2ccc(N(C)C)cc2)CC1
12 | CCc1cccc(NC(=O)Cn2c(=O)n(CC3CCC(C(=O)NCCc4ccccc4)CC3)c(=O)c3ccccc32)c1 (configuration not stated)
9 | O=C(O)C(=Cc1ncccc1O)C(=O)O
3 | CCc1ccc(C2c3c(n[nH]c3-c3ccccc3)OC(=N)C2C#N)cc1 (configuration not stated)
-2 | CN(C(=O)c1ccc(Cl)cc1)c1ccccc1
-9 | COc1ccc(S(=O)(=O)c2nnn(-c3ccccc3F)c2C)cc1
-11 | CC(C)CC(=O)N1CC(=O)Nc2ccc(F)cc2C1c1ccccc1 (configuration not stated)
-1 | Cc1sc(NC(=O)c2ccco2)c(C(c2ccccn2)N2CCN(C)CC2)c1C (configuration not stated)
4 | CCOC(=O)c1[nH]c(C)c(CCC(=O)Nc2cc(C)ccc2OC)c1C
-3 | C=CCn1c(COc2ccc3ccccc3c2)nnc1SCC(=O)Nc1ccc(OC)cc1
10 | O=C(c1nc(-c2ccccc2)n(-c2ccccc2)n1)N1CCN(c2ncccn2)CC1
9 | CCN(CC)C(=O)CSC1=NC(=N)C(c2ccccc2)C(=O)N1 (configuration not stated)
2 | CCC(NC(=O)C1CCCN(c2nc(C)c3ccc(OC)cc3n2)C1)c1cccs1 (configuration not stated)
9 | CC(=O)Nc1ccc(N2C(=O)NC(NC(=O)c3ccccc3)(C(F)(F)F)C2=O)cc1 (configuration not stated)
-3 | CCSC(=O)c1cc(=O)c2ccccc2o1
-1 | COc1ccc(-c2cc(C(=O)Nc3c(C)nn(Cc4ccc(C)cc4)c3C)no2)cc1OC
2 | O=S(=O)(c1cc(Cl)ccc1Cl)N1CCN(c2ccccc2F)CC1
1 | c1ccc(N=c2cc(-c3ccccc3)ss2)cc1
-4 | Cc1cccc(OCC(O)CNC(C)C)c1OCC(O)CNC(C)C (configuration not stated)
-1 | CC(CNC(=O)c1ccc(CSc2nc3ccncc3n2Cc2ccc(F)cc2)cc1)c1ccccc1 (configuration not stated)
15 | CC(NC(=O)c1cccc(Br)c1)c1cc2c(cc1Br)OCCO2 (configuration not stated)
12 | Cc1ccc(Cn2c(C(=O)O)c(CNC3CCCC3)c3ccc(C)cc32)cc1
-2 | Cc1ccc(CCNC(=O)c2sc3ncccc3c2-n2cccc2)cc1
3 | Cc1nc2ccc(-c3ccccc3)c(O)c2n1C
7 | CN(C)c1ccc(/C=N/NC(=O)CC(NC(=O)c2ccccc2)c2ccccc2)cc1 (configuration not stated)
0 | O=C(NCc1ccc(F)cc1)C(=O)NCC(c1cccs1)S(=O)(=O)c1cccs1 (configuration not stated)
-2 | NC1=NC(=O)CC(C(=O)Nc2ccc(Cl)cc2)S1 (configuration not stated)
1 | Cc1ccc(-c2csc3nc(SCC(=O)NCCc4ccccc4)n(-c4ccccc4)c(=O)c23)cc1
5 | COc1cccc(C(=O)Nc2ccc(I)cc2C(F)(F)F)c1
-6 | O=C(C1CC1)N1CCN(Cc2ccc(Cl)cc2Cl)CC1
-6 | Cc1ccc(C2N(c3ccccc3)CCN2c2ccccc2)s1
-5 | c1cc(CN2CCCC(Nc3ccc4c(c3)OCO4)C2)co1 (configuration not stated)
-4 | Cc1cc(C(=O)NCc2cccnc2N(C)CCc2ccccn2)no1
-13 | Cc1ccc(CN2CCSc3ccc(C(=O)N4CCN(c5cc(C)ccc5C)CC4)cc32)cc1
-3 | Fc1cccc(-c2cnnc(N3CCC(OCc4ccccc4)CC3)n2)c1
-14 | CCc1cccc(NC(=O)c2ccc3c(c2)N(Cc2cccc(Cl)c2)C(=O)c2ccccc2S3=O)c1 (configuration not stated)
0 | CCOc1ccccc1-c1noc(CSc2nnc(-c3ccccc3)n2-c2cccc(C)c2)n1
-3 | COCCN1C(=O)/C(=C/c2cc(Cl)c(OC(C)C)c(OC)c2)SC1=Nc1ccccc1
6 | COc1ccc(CN2C[C@@H]3C[C@@H](c4cccc(SC)c4)N4CCC[C@@]34C2=O)cc1
-15 | COc1cc(/C=N/Nc2ccc([N+](=O)[O-])cc2[N+](=O)[O-])cc(Br)c1O
-1 | CCOc1ccc2c(c1)-c1c(ssc1=S)C(C)(C)N2C(=O)CN1C(=O)c2ccccc2C1=O
6 | NC(=O)N/N=C/c1cc(Br)ccc1OC(=O)c1cccc2ccccc12
-5 | Cc1ccccc1Cn1c(=O)n(Cc2ccco2)c(=O)c2sc3ccccc3c21
0 | CN(C(=O)Cc1ccccc1)n1cnnc1

More structures
RBX1-CUL1 inh | mol
-4 | Cc1cc(C)nc(Nc2nc(-c3ccccc3)cs2)n1
91* | CCOc1cc(/C=C2\C(=O)NC(=O)N(c3ccc(C45CC6CC(CC(C6)C4)C5)cc3)C2=O)c(Br)cc1O
5 | CCC(=O)NCCc1nc2cc(NC(=O)c3cccc(Br)c3)ccc2n1C
7 | CN(C)CC(=O)N(C)CC1CCCN(CCc2ccccc2F)C1 (configuration not stated)
-11 | O=C(c1cc2ccccc2oc1=O)c1coc2c1cc(O)c1ccccc12
-2 | CSc1nc(Cl)cc(-n2nc(C)c(C#N)c2N)n1
0 | N#CC1(C#N)CCc2cc(-c3ccccc3)cnc21
-7 | O=C(CCCC(=O)Nc1ccccc1C(=O)Nc1ccccc1)Nc1ccccc1C(=O)Nc1ccccc1
2 | COc1ccc2c(c1)cc1c(=O)n(CC(=O)NC(C)C)nc(C)n12
14 | COc1ccc(CNCc2ccc(C)s2)c(OCC(O)CN2CCN(C)CC2)c1 (configuration not stated)
-5 | CCCC(=O)NC(Nc1sc(C(=O)OCC)c(C)c1C(=O)OCC)C(Cl)(Cl)Cl (configuration not stated)
9 | CCc1ccc(NC(=O)CCn2c(-c3ccc(OC)cc3)cc(C(C)=O)c2C)cc1
4 | COC(=O)c1sc(NC(=O)C(F)(F)F)c(C#N)c1C
11 | C#CCSc1nc(N)c2c3c(sc2n1)CCCC3
11 | Cc1ccc(C2=NN3C(=N)/C(=C/c4ccc5c(c4)OCO5)C(=O)N=C3S2)cc1
2 | COc1cccc(-c2cc(C(=O)NCc3ccccc3)[nH]n2)c1
1 | O=C(O)c1ccccc1C(=O)Nc1ccc(N2CCN(CCO)CC2)cc1
-9 | O=C(Cn1c(=O)c2ccccc2n(CC(=O)Nc2ccc(F)cc2F)c1=O)NCCc1ccccc1
-2 | C=CCNCCCCOc1ccc(C)cc1
-1 | COc1ccc(NC(=O)C2CCCN(S(=O)(=O)c3ccc4c(c3)CCCC(=O)N4)C2)cc1OC (configuration not stated)
-7 | Cc1ccc(C(=O)Nc2ccccc2F)cc1S(=O)(=O)N1CCOCC1
-5 | CCc1ccccc1NC(=O)c1ccccc1
-10 | Cc1ccc(NC(=NS(=O)(=O)c2ccc(C)cc2)C(=NS(=O)(=O)c2ccc(C)cc2)Nc2ccc(C)cc2)cc1
10 | Cc1ccc(S(=O)(=O)c2c(Nc3ccc(C)c(C)c3)sc(C(=O)c3ccc4c(c3)OCO4)c2N)cc1
-4 | O=C(CSCc1cnn(-c2ccccc2)c1-n1cccc1)NCc1ccccc1F
-9 | CN1CCN(c2oc(-c3ccc(COc4ccc(Cl)cc4)o3)nc2C#N)CC1
3 | Clc1ccc(-c2noc3ncnc(NCCc4ccccc4)c23)cc1
-12 | COc1ccccc1CC(=O)Nc1ccc2nc(Nc3cccc(Cl)c3)cc(C)c2c1
8 | O=c1oc(-c2cccnc2)nc2ccc(Br)cc12
5 | O=C(COc1ccc(Cl)cc1Cl)Nc1ccc(C(=O)N2CCCCC2)cc1
-1 | O=C(Nc1cccc(C(F)(F)F)c1)c1nn2c(c1Cl)NC(c1cccs1)CC2C(F)(F)F (configuration not stated)
1 | CC(C)COc1ccc(C(=O)Nc2cccc(-c3nc4ccccc4[nH]3)c2)cc1
2 | COCCCNC(=O)COc1ccc(-c2ccc(C#N)cc2)cc1
-1 | CCOC(=O)C1CCN(C(c2ccccc2)C2C(=O)C=C(C)N(Cc3ccco3)C2=O)CC1 (configuration not stated)
-8 | Cc1ccc(-n2c(SCC(=O)Nc3ccc4c(c3)OCCO4)nc3c([nH]c4ccccc43)c2=O)cc1
10 | O=C(O)c1cc2cc(Br)ccc2oc1=O
1 | COc1ccccc1N1CCN(C(=O)Cn2c(=O)nc(-c3ccccc3)c3ccccc32)CC1
-18 | CC#CC(=O)NC1CC(=O)N(Cc2ccccc2C(F)(F)F)C1 (configuration not stated)
42* | N#CC1=C2c3ccccc3CCC2C(c2ccco2)=NC1=O (configuration not stated)
-1 | Fc1ccc(/C=N\Nc2nc(-c3ccc(Br)cc3)cs2)cc1Oc1ccccc1
-4 | COc1nnc(-c2ccc(N3CCCCC3)c(NC(=O)c3ccc(Cl)cc3)c2)c2ccccc12
-1 | COC(=O)c1ccc(COc2ccc(Cl)cc2Cl)o1
3 | CC(=O)NCCNC(=O)c1cn(Cc2cccc3ccccc23)nn1
2 | O=C(Oc1ccc(Sc2ccc(O)cc2)cc1)c1ccco1
1 | O=C(N/N=C/c1ccc2c3c(cccc13)CC2)c1cccnc1
-6 | CCOC(=O)c1cnc2c(C)c(Cl)ccc2c1Nc1ccc(N2CCOCC2)cc1
-9 | CCOC(=O)c1oc2cc(OCc3ccc(F)cc3Cl)ccc2c(=O)c1-c1ccccc1OC
0 | O=C1CC(Cc2ccc(Br)cc2)C(=O)N1c1ccc(F)cc1 (configuration not stated)
-10 | Cc1ccc(CN2CCNC(=O)C2CC(=O)N2CCOc3ccccc3C2)o1 (configuration not stated)
0 | O=C(NCC1CCCO1)c1ccccn1 (configuration not stated)
-2 | CCC(Sc1nc(-c2cccc(OC)c2)c(C#N)c(=O)[nH]1)C(=O)Nc1cccc(C(C)=O)c1 (configuration not stated)
3 | CCn1c(-c2cccnc2)nc2cc(NC(=O)COC)cc(C(=O)NCc3cc(F)ccc3C)c21
7 | O=C(CSc1nnnn1-c1ccc(Cl)cc1)N1CCCCC1
8 | CCc1ccc(NC(=O)c2sc(-n3nc(C)c(Cc4ccc5c(c4)OCO5)c3C)nc2C)cc1
3 | OCc1ccc(CN2CCCC(CCc3ccccc3)C2)o1 (configuration not stated)
-5 | COc1ccccc1Oc1ncccc1CNC(=O)[C@H]1C[C@@H]2C=C[C@H]1C2
6 | Cc1cccc(NC(=O)C2CCCN2S(=O)(=O)c2ccc3nc(-c4ccccc4)[nH]c3c2)c1 (configuration not stated)
7 | CCCNC(=O)Cn1c(=O)n(CC2CCC(C(=O)NC)CC2)c(=O)c2sccc21 (configuration not stated)
12 | CCOC(=O)c1c(N2C(=O)c3ccccc3C2=O)sc(C)c1C
0 | CC1(C)CC(=O)c2cnn(-c3ccccc3)c2C1

Quoted from the results shown for reference:
RBX1-CUL1 inh | mol
1 | O=C(N/N=C/c1ccc2c3c(cccc13)CC2)c1cccnc1
-6 | CCOC(=O)c1cnc2c(C)c(Cl)ccc2c1Nc1ccc(N2CCOCC2)cc1
-9 | CCOC(=O)c1oc2cc(OCc3ccc(F)cc3Cl)ccc2c(=O)c1-c1ccccc1OC
0 | O=C1CC(Cc2ccc(Br)cc2)C(=O)N1c1ccc(F)cc1 (configuration not stated)
-10 | Cc1ccc(CN2CCNC(=O)C2CC(=O)N2CCOc3ccccc3C2)o1 (configuration not stated)
0 | O=C(NCC1CCCO1)c1ccccn1 (configuration not stated)
-2 | CCC(Sc1nc(-c2cccc(OC)c2)c(C#N)c(=O)[nH]1)C(=O)Nc1cccc(C(C)=O)c1 (configuration not stated)
3 | CCn1c(-c2cccnc2)nc2cc(NC(=O)COC)cc(C(=O)NCc3cc(F)ccc3C)c21
7 | O=C(CSc1nnnn1-c1ccc(Cl)cc1)N1CCCCC1
8 | CCc1ccc(NC(=O)c2sc(-n3nc(C)c(Cc4ccc5c(c4)OCO5)c3C)nc2C)cc1
3 | OCc1ccc(CN2CCCC(CCc3ccccc3)C2)o1 (configuration not stated)
-5 | COc1ccccc1Oc1ncccc1CNC(=O)[C@H]1C[C@@H]2C=C[C@H]1C2
6 | Cc1cccc(NC(=O)C2CCCN2S(=O)(=O)c2ccc3nc(-c4ccccc4)[nH]c3c2)c1 (configuration not stated)
7 | CCCNC(=O)Cn1c(=O)n(CC2CCC(C(=O)NC)CC2)c(=O)c2sccc21 (configuration not stated)
12 | CCOC(=O)c1c(N2C(=O)c3ccccc3C2=O)sc(C)c1C
0 | CC1(C)CC(=O)c2cnn(-c3ccccc3)c2C1

(cont.)
RBX1-CUL1 inh | mol
2 | C=CCNC(=O)c1nnn(-c2ccc(Cl)cc2)c1CCC
-1 | CC(Oc1ccccc1)C(=O)Nc1ccc2c(c1)OCO2 (configuration not stated)
4 | CCOc1ccc(N=C2NC(=O)C(CC(=O)Nc3ccccc3F)S2)cc1 (configuration not stated)
-4 | Cc1ccc(C(=O)Nc2cccc(C)c2C)cc1
-5 | O=C(NCc1ccccc1)C1CCCN(S(=O)(=O)c2cccc3nsnc23)C1 (configuration not stated)
-2 | CC(C)c1ccc(Nc2cc(C(=O)NCCCN(C)Cc3ccccc3)c3ccccc3n2)cc1

Only part of the results is shown; the hit share may differ from the screen's.
